# Source: PubChem (several laboratories)
# GPR55 beta-arrestin = GPR55 agonists via beta-arrestin recruitment, primary screen, imaging, U2OS cells, beta-arrestin-GFP redistribution (AID 1961); G-protein coupled receptor 55 (Homo sapiens); U2OS GPR55 beta-arrestin-GFP redistribution imaging; higher % means a stronger effect; one-dose activation, % at 10 µM; EC50 in µM for titrated hits; hit rate 0.048% among 290,000;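 active means activation above 40% with more than 50 cells counted in the well; inconclusive means wells holding fewer than 50 cells, flagged as toxic or sparse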;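 further: U2OS osteosarcoma cells stably expressing GPR55 and beta-arrestin-GFP; plate controls were DMSO negative control for no effect and LPI positive control for full effect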
# MgcRacGAP inhibition = MgcRacGAP GTPase-activating activity inhibitors, confirmation, biochemical, ADP Hunter fluorescence | inhibition, % at 30 µM; hits with a dose series show IC50 in µM | AID 624330, 2012 | Rac GTPase-activating protein 1 (Homo sapiens) | MgcRacGAP-stimulated Rac1 GTP hydrolysis, ADP Hunter fluorescence; higher % means a stronger effect; GST-tagged Rac1 F28L mutant substrate | hit rate 0.6% among 340,000;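 active means first-screen hits whose inhibition reached a set limit at any dose in the follow-up dose series; inconclusive means inhibition above the set first-screen limit but never retested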;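 further: fluorescence reports GDP produced by GAP-driven GTP hydrolysis; strong numbers were not always called active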
# LYP inhibition = inhibitors of LYP phosphatase, biochemical, fluorescence intensity, uHTS (AID 1779); Tyrosine-protein phosphatase non-receptor type 22 (Homo sapiens); recombinant LYP phosphatase, fluorescence intensity; higher % means a stronger effect; inhibition, % at 11.5 µM, or IC50 in µM where a hit was titrated; hit rate 0.054% among 290,000; in the data active means inhibition above about 50%;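 further: plate controls were vehicle with enzyme for no effect and no enzyme for full effect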
# NTR1 agonist = agonists of NTR1, primary screen, imaging, U2OS cells, beta-arrestin-GFP, high content (AID 493036) | activation, % at 20 µM | NTR1-U2OS beta-arrestin-GFP spot imaging, agonist mode | hit rate 0.17% among 330,000 | Neurotensin receptor type 1 (Homo sapiens), P30989;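 active means activation at or above 40% of the spot to cytoplasm intensity ratio, with at least 20 cells analyzed; inconclusive means wells under 20 cells, flagged as cytotoxic or low count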;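 further: 0% = DMSO without peptide and 100% = 100 nM NTR1 peptide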
# Target sequence (P30989 whole entry, looked up): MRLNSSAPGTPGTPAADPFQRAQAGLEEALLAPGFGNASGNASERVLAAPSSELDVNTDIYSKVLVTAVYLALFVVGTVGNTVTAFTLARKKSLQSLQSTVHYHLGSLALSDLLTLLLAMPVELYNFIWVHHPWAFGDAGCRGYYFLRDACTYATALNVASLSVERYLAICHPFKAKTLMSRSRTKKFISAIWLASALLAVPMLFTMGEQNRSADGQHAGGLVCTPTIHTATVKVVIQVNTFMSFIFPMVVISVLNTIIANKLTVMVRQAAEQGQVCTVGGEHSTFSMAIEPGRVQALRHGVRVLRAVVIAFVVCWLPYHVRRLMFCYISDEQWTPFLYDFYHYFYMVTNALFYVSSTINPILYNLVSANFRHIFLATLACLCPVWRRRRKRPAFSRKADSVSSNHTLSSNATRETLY
# GPR35 antagonists = GPR35 antagonists blocking zaprinast-driven arrestin recruitment, primary screen, imaging, U2OS, beta-arrestin-GFP, zaprinast agonist (AID 2058) | G-protein coupled receptor 35 (Homo sapiens) | U2OS GPR35 beta-arrestin-GFP translocation imaging, zaprinast antagonism; higher % means a stronger effect | inhibition, % at 10 µM; hits with a dose series show IC50 in µM | hit rate 0.052% among 290,000;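 active means inhibition of at least 50% with at least 30 cells and total cytoplasm GFP at most 10,000,000; inconclusive means under 30 cells or total GFP of 10,000,000 plus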
# T cell HTS = modulators of CD8 T cell-vesicle binding, primary screen, mouse 2C CD8+ T cells, flow cytometry. calls only at 7 µM. 2C CD8+ T cell-vesicle binding; hits give low values. AID 2052, 2009. hit rate 0.068% among 330,000;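 active means response, share of CD8 T cells binding vesicles, and their 90th percentile fluorescence all below set limits, cut at about 80% in these data, passing the limit was not always enough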
#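 Test system: purified 2C TCR transgenic mouse naive CD8+ T cells. Probe or stimulus: QL9-peptide-loaded Drosophila micro-vesicles bearing Ld, ICAM-1 and B7-1. Incubation: binding step 1.5 h, 37 °C, antibody labelling 20 min, ice. Measured by: flow cytometry of vesicle-bound cells.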
# SV40 large T antigen = SV40 large T antigen inhibitors, biochemical (AID 1903); SV40 large T antigen ATPase/helicase inhibition assay; higher % means a stronger effect; hit rate 0.39% among 310,000; inhibition, % at 20 µM, or IC50 in µM where a hit was titrated; in the data active means a potency from the dose series; inconclusive means inhibition mostly from about 32% at the one dose, without a potency; inactive means the rest, 99 in 100 with inhibition below about 32%; further: strong numbers were not always called active
# Hep lipid drop = inhibitors of hepatocyte lipid droplet formation, primary screen, imaging, high-throughput imaging, BODIPY stain; AML12 mouse hepatocytes, oleate lipid droplets; inhibition, % at 6.5 µM; AID 1656, 2009; hit rate 0.4% among 240,000;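 active means lipid droplet intensity inhibited by at least 50%, with more than 500 cells counted; inconclusive means wells with under 300 cells, treated as cytotoxic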
#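 Technique: fluorescence imaging, 20x objective, two fields per well / Assay system: AML12 hepatocytes (mouse) / Measure: % inhibition of lipid droplet signal / Doses: 6.5 µM single-point dosing / Incubation: overnight exposure / Reagent: 100 µM oleic acid challenge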
# GPR55 antagonists = GPR55 antagonists blocking LPI-driven arrestin recruitment, primary screen, imaging, U2OS, beta-arrestin-GFP, LPI agonist (AID 2013); hit rate 0.13% among 290,000; one-dose inhibition, % at 10 µM; IC50 in µM for titrated hits; U2OS GPR55 beta-arrestin-GFP translocation imaging, LPI antagonism; higher % means a stronger effect; G-protein coupled receptor 55 (Homo sapiens);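 active means spots per cell inhibited over 60%, with over 100 cells counted and total cytoplasm intensity under 500,000; inconclusive means wells with under 100 cells, flagged as likely toxic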;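 further: U2OS cells stably carrying GPR55 and arrestin-GFP stimulated by 5 µM LPI near EC80; imaged beta-arrestin-GFP aggregate spots per cell after agonist stimulation; plate controls were LPI-stimulated DMSO wells for no effect and DMSO wells without LPI for full effect; some results filed as inactive read as strong as hits; confirmed hits need IC50 under 10 µM and bright autofluorescent wells are also inconclusive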
# Hep lipid drop cells 6.5 µM = second read-out of Hep lipid drop, no call of its own (marks repeat the call); cell count; measured here: cell count, cytotoxicity flag;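 cells counted across two imaged fields per well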
# T cell HTS vesicle-bound % = second read-out of T cell HTS, no call of its own (marks repeat the call); double positive events, %; measured here: CD8+ vesicle-bound cell fraction;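 binding gate set so that unloaded-vesicle control wells show 10% double positive cells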
# NTR1 agonist cell count 20 µM = second read-out of NTR1 agonist, no call of its own (marks repeat the call); cell count; measured here: cell count, cytotoxicity flag
# An asterisk follows results filed as active; i = inactive; ? = inconclusive; . = not tested or not shown. No enrichment for hits; 1.8% or so of the library scored in one or more.
compound	GPR55 beta-arrestin	MgcRacGAP inhibition	LYP inhibition	NTR1 agonist	NTR1 agonist cell count 20 µM	GPR35 antagonists	T cell HTS	T cell HTS vesicle-bound %	SV40 large T antigen	Hep lipid drop	Hep lipid drop cells 6.5 µM	GPR55 antagonists
N#C/C(=C(/O)CSc1ccccc1C(=O)O)c1nc2ccccc2s1	0.0%	18%	-8%	0.6	74	0%	i	26	3%	-2	772	3%
CCN(CC)S(=O)(=O)c1ccc(N2CCCC2)c(NC(=O)c2ccccc2OC)c1	-0.1%	-2%	8%	1.1	64	8%	i	12	21%	-16	672	9%
COc1ccc(CCNC(=O)CSc2nc3ncccc3[nH]2)c(OC)c1	-0.2%	9%	-6%	0.8	53	-5%	i	26	5%	-15	659	14%
COc1ccc(NC(=O)C(Sc2ccccc2)c2ccccc2)c(OC)c1 (stereo not given)	-0.2%	2%	3%	4.3	39	-3%	i	38	13%	-4	650	-6%
O=C(Oc1ccc(Cl)cc1)N1CCOCC1	0.3%	12%	-5%	-0.5	58	0%	i	54	-8%	-2	795	8%
COc1ccccc1NS(=O)(=O)c1ccc(-c2cnc(C3CC3)o2)cc1	0.8%	-32%	-2%	3.5	39	-3%	i	13	29%	-250	350	-19%
CN(C(=O)CCCN1CCCC1=O)C1CCCN(Cc2ccccc2F)C1 (stereo not given)	0.0%	6%	-4%	-0.6	58	-16%	.	.	.	13	840	4%
Cc1cc(C)n(-c2cccc(Cl)c2)c(=O)c1C#N	-0.1%	6%	-6%	-0.1	69	20%	i	30	0%	.	.	14%
Cc1cc(C)nc(SCc2nnc(SCC(=O)Nc3nccs3)n2C)n1	-0.2%	3%	-1%	.	.	-8%	.	.	15%	-15	753	4%
CC(C)OCCCNC(=O)CCc1nc(-c2ccccc2)no1	-0.2%	5%	-4%	-2.1	80	15%	i	54	5%	.	.	6%
Cc1ccc2cc(C(c3nnnn3C(C)(C)C)N3CCCCCC3)c(=O)[nH]c2c1 (stereo not given)	-0.1%	4%	-7%	-0.6	38	14%	i	34	5%	.	.	6%
CCC(/C=N/NC(=O)C(N)=O)CC	-0.2%	-2%	-7%	-1.3	84	8%	i	42	4%	-2	733	-4%
CCCC(=O)Nc1nnc(SCC(=O)NCc2ccco2)s1	0.1%	-3%	-8%	-0.2	75	-1%	i	44	1%	0	618	15%
COc1ccc(NC(=O)CO/N=C(\C)c2cccs2)cc1	0.5%	-3%	-4%	5.0	58	4%	i	70	8%	-14	663	-3%
C=CCN1C(=O)C2C(C(=O)NC3CCCCC3)C3C=CC2(O3)C1C(=O)NC1CCCC1 (stereo not given)	-0.1%	3%	-3%	-0.4	75	-2%	i	25	-4%	.	.	1%
Cc1cc(C)cc(NC(=O)Cn2nnc(C(=O)NCc3ccc4c(c3)OCO4)c2N)c1	-0.2%	-7%	-9%	0.1	57	6%	i	13	12%	13	738	10%
Cc1ccc(C)c(CS(=O)(=O)c2cn(CC(=O)N3CCCCC3)c3ccccc23)c1	0.6%	9%	3%	-1.1	64	6%	i	5	8%	-1	640	0%
CC(C)N(Cc1ccccc1)C(=O)C1CCN(c2ncnc3c2nc2n3CCCCC2)CC1	-0.1%	-40%	-7%	1.3	49	-11%	i	18	13%	14	723	-7%
COCCn1cc(C(=O)NCCCOC(C)C)c2c3ccccc3n(C)c2c1=O	-0.1%	7%	-5%	0.1	94	7%	i	23	25%	-1	795	6%
COc1ccc(-c2c(C)nn(-c3ccccc3)c2NC(C)=O)cc1OC	-0.3%	8%	-10%	0.1	53	5%	i	42	-7%	8	768	3%
COc1cc(/C=N/NC(=O)c2c(C)nnn2-c2nonc2N)ccc1O	0.1%	22%	8%	-0.9	86	-9%	i	59	25%	3	688	15%
O=C(c1sccc1Br)N1CCN(Cc2ccc3c(c2)OCO3)CC1	-0.1%	10%	-7%	1.5	59	0%	i	49	9%	11	781	12%
O=C(O)CCCNc1cc(N2CCC3(CC2)OCCO3)c2noc3c2c1C(=O)c1ccccc1-3	0.0%	.	76%*	1.0	56	17%	i	57	?	.	.	5%
O=C(Oc1ccccc1N1C(=O)CCC1=O)c1ccco1	0.4%	6%	-4%	-0.2	76	4%	i	23	8%	8	713	-1%
Cc1cc(C)c(NC(=O)NC(=O)c2ccc(F)cc2)c(C)n1	-0.1%	6%	0%	0.1	73	-11%	i	59	8%	.	.	0%
Nc1nc2n(n1)C(c1ccc(F)cc1)CC(c1ccc(F)cc1)N2 (stereo not given)	0.1%	5%	-3%	-3.7	109	-3%	i	39	4%	.	.	2%
Cc1ccc(C)c(N2CCN(C(=O)c3cc(S(=O)(=O)N4CCOCC4)ccc3F)CC2)c1	0.2%	5%	-4%	4.0	44	-2%	i	42	8%	2	596	-10%
CCN(CC)S(=O)(=O)c1ccc(Cc2ncc(C(F)(F)F)cc2Cl)s1	-0.1%	5%	1%	5.8	85	-6%	i	22	-8%	-3	791	7%
Cc1ccc(-n2c(C)nn(-c3ncc(C(F)(F)F)cc3Cl)c2=O)cc1	-0.1%	4%	-4%	0.4	61	0%	i	44	-9%	-10	769	-2%
O=C(Nc1cccc([N+](=O)[O-])c1)C1C2/C=C\CCCCC21 (stereo not given)	0.2%	7%	-1%	3.7	23	1%	i	2	6%	7	662	12%
CN1C(=O)/C(=C/C=C2/CCCN2C)N(C)C1=S	0.2%	24µM*	10%	-0.7	91	-3%	i	55	.	13	752	0%
COc1ccc(S(=O)(=O)N(CC(=O)N/N=C/c2cccs2)c2cc(C)cc(C)c2)cc1OC	-0.3%	5%	12%	4.7	49	-2%	i	12	2%	-44	613	-2%
Cc1ccc2nc(NC(=S)NC(=O)c3ccc(OC(C)C)cc3)sc2c1	.	9%	.	4.5	53	.	i	33	6%	.	.	.
CCN(CC)CCCn1c2c(c(SCC(=O)N3CCc4ccccc43)nc1=O)CCC2	.	5%	.	0.4	73	.	i	56	9%	.	.	.
C=CCn1c(SCc2nc3sc(C(=O)O)c(C)c3c(=O)[nH]2)nnc1-c1ccc(F)cc1	0.3%	5%	-5%	-2.0	77	-18%	i	21	17%	.	.	8%
CSc1ccc(CN(C)Cc2nc3ccccc3c(=O)[nH]2)cc1	0.0%	10%	0%	0.3	62	-8%	i	55	16%	0	655	-1%
COc1ccc(-c2nsc(SCC(=O)NCc3ccc4c(c3)OCO4)n2)cc1	0.8%	3%	-6%	0.0	65	-2%	i	43	2%	9	546	1%
Cc1noc(C)c1COC(=O)c1cc(F)c(F)cc1Cl	-0.2%	5%	0%	-1.2	61	-11%	i	37	5%	.	.	-2%
NC(=O)CC(NC(=O)Cc1cccc2ccccc12)c1ccc(NC2CCN(Cc3ccccc3)CC2)c([N+](=O)[O-])c1 (stereo not given)	-0.1%	5%	-10%	4.0	81	-6%	i	24	10%	-11	789	11%
O=C(c1cnn2cccnc12)N1CCN(Cc2ccc3c(c2)OCO3)CC1	-0.1%	6%	-8%	0.2	58	-14%	i	15	.	-3	717	8%
Cc1ccc(C)c(NC(=O)c2cc(-c3cc(C)cc(C)c3O)n[nH]2)c1	0.9%	1%	2%	18	94	16%	i	65	4%	1	425	3%
Cc1ccc(-c2nnn(CC(=O)N3CCCCC3)n2)c(-n2cnnn2)c1	-0.3%	12%	6%	-1.5	34	-8%	i	37	-4%	-4	636	-9%
C/C(=N\O)C(=O)C(CN1CCCCC1)CN1CCCCC1	0.0%	3%	-2%	1.7	52	-1%	i	37	1%	1	781	-6%
O=C(COc1ccc(C(=S)N2CCC(Cc3ccccc3)CC2)cc1)N1CCOCC1	-0.2%	8%	1%	-0.2	33	-8%	i	5	2%	-10	679	-5%
COc1ccc(-n2nc(C(=O)Nc3ccc4c(c3)OCO4)c3ccccc3c2=O)c(OC)c1	0.2%	12%	2%	7.1	45	8%	i	22	-2%	8	760	0%
CC(C(=O)Nc1cccc(S(=O)(=O)N2CCOCC2)c1)N1CCN(c2ccc(F)cc2)CC1 (stereo not given)	-0.3%	3%	4%	0.1	36	-6%	i	41	7%	-36	736	12%
COc1ccc(N(C(=O)c2cnsn2)C(C(=O)NC2CCCCC2)c2ccncc2)cc1 (stereo not given)	0.3%	-5%	-10%	1.2	83	6%	i	52	-4%	-81	564	3%
CC(C)Oc1ccc(CNC(=O)C2CCN(C(=O)N3CCOc4ccccc43)CC2)cc1	0.0%	8%	-2%	-2.5	61	12%	i	44	5%	-3	792	-1%
O=C(c1ccco1)N1CCN(c2ncnc3c2[nH]c2ccc(Br)cc23)CC1	-0.2%	16%	3%	.	.	18%	.	.	19%	-28	706	-7%
CCN(CC)C(=O)Cn1cc(SCC(=O)NC2CCCC2)c2ccccc21	-0.6%	-4%	-3%	-0.2	57	10%	i	38	9%	-3	803	8%
CC1(C)Cc2c(sc3nn[nH]c(=O)c23)CO1	-0.2%	10%	6%	0.9	50	19%	i	31	17%	.	.	-5%
CC(C)n1c(N2CCN(C(=O)Nc3ccc(Cl)cc3)CC2)nc2ccccc21	0.2%	9%	-6%	2.9	43	9%	i	20	.	-3	663	4%
CCS(=O)(=O)n1nc(-c2ccccc2)nc1SCc1ccccc1	-0.3%	9%	3%	6.4	92	6%	i	34	2%	-2	744	21%
